Screening results (PubChem)
PP1 counter: PP1-alpha phosphatase inhibitors, primary screen, counter-screen for PP5 inhibitor project, biochemical, fluorescence, OMFP substrate, single point. inhibition, % at 6.7 µM. AID 2235, 2010. purified PP1alpha. Serine/threonine-protein phosphatase PP1-alpha catalytic subunit (Homo sapiens), P62136. 0.9% of 320,000 active;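 active = inhibition above the mean inhibition of all tested compounds plus 3 SD, computed separately for each screening campaign, cut at about 15% in these data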
JMJD2C inh: inhibitors of GASC-1 histone demethylase, primary screen, biochemical, fluorescence, DELFIA europium; inhibition, % at 2.35 µM; 0.069% of 330,000 active; GST-JMJD2C(1-420) H3K9me3 demethylation;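 active = more than half of a compound's replicate wells show inhibition beyond 50%, single wells judged on their own value; inconclusive = some, but no more than half, of replicates pass 50% inhibition; inactive = no replicate passes 50% inhibition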;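 also: signal counts dimethyl H3K9 product captured on neutravidin plate; 0% = median of DMSO wells and 100% = 0.3 times that DMSO median; strong numbers were not always called active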
CTSL1 counter: Fasciola hepatica cathepsin L1 inhibitors, primary screen, counter-screen for PFM18AAP inhibitor project, biochemical, QFRET, fluorogenic peptide substrate | recombinant F. hepatica cathepsin L1, Z-Leu-Arg-MCA fluorescence | inhibition, % at 5.96 µM | 0.49% of 300,000 active;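 active = inhibition above the mean of all tested compounds plus 3 SD, set per screening campaign, cut at about 17% in these data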;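 also: 0% = plate median of test compound wells and 100% = 1 µM Z-Phe-Ala-diazomethylketone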
PP5 inh: PP5 phosphatase inhibitors, primary screen, biochemical, fluorescence. Serine/threonine-protein phosphatase 5 (Homo sapiens), P53041. purified PP5c, OMFP substrate fluorescence. inhibition, % at 6.7 µM. 0.18% of 320,000 active;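 active = inhibition above the campaign's mean inhibition across all tested compounds plus 3 SD, cut at about 9.5% in these data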;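 also: 0% = DMSO only and 100% = 100 µM cantharidin control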
VLA-4 inh: inhibition in human VLA-4 binding assay, primary screen, VLA-4 allosteric modulator project, MLPCN library, flow cytometry, VLA-4 expressing cells | Integrin alpha-4 (Homo sapiens), P13612 | ligand binding flow cytometry | inhibition, % (about 7 µM as worked out from the volumes in the protocol) | 0.2% of 330,000 active | AID 2557, 2010; in the data active = inhibition above about 50%
Target sequence (P13612 whole entry, looked up): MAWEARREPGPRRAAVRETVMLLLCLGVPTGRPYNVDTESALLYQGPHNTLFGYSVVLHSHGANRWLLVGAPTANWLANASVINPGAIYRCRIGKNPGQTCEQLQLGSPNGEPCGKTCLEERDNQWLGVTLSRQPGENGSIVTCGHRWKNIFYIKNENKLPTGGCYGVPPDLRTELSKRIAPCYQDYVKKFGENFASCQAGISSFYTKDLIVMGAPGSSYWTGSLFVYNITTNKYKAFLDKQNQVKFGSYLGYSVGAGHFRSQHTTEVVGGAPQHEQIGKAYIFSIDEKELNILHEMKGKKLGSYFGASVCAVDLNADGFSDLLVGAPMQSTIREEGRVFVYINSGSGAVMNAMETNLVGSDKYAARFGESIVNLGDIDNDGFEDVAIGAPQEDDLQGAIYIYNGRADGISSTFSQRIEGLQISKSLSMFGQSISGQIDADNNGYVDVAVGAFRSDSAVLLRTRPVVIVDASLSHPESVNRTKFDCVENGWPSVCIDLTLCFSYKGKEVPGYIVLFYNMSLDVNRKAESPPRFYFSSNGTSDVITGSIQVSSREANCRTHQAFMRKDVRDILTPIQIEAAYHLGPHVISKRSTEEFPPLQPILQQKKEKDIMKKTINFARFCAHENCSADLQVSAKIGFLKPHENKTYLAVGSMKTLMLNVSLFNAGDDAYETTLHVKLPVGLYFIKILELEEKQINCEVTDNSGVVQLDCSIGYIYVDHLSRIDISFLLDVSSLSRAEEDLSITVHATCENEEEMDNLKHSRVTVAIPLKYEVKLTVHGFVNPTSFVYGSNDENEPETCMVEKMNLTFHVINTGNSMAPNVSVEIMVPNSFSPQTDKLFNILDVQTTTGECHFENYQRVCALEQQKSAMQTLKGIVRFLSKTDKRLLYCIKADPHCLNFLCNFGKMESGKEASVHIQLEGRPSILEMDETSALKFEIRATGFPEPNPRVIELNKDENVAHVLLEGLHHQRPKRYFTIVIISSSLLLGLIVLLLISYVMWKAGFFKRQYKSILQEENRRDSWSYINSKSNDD
proCasp3 act: activators of human procaspase-3 D3A mutant, primary screen, biochemical, absorbance, PC-3 D3A mutant, single concentration; activation, % at 8.5 µM; 0.11% of 330,000 active; Caspase-3 (Homo sapiens), P42574; AID 463141, 2010; recombinant procaspase-3 D3A, Ac-DEVD-pNA absorbance 405 nm;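 active = activation above the mean of all tested compounds plus 3 SD, cut at about 21% in these data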;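 also: 0% = DMSO alone and 100% = DMSO wells spiked with extra 5 µM PC-3 D3A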
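Assay system – Procaspase-3 D3A mutant, all three cleavage aspartates alanine · Controls – DMSO-only low control, 5 µM PC-3 D3A high control · Schedule – 1 h compound preincubation, 2 h substrate hydrolysis at 25 °C · Signal – 405 nm absorbance of p-nitroaniline, reads at 0 and 120 min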
GRK2 inh: compounds blocking aptamer binding on GRK2 – biochemical, human GRK2, bead flow cytometry, HTS, primary screen; inhibition of aptamer binding, % at 10 µM; FAM-aptamer displacement from GRK2; 0.59% of 330,000 active;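 active = inhibition of aptamer binding above 40%, roughly 3 SD of noise, on plates passing a quality check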;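 also: median bead fluorescence of bound FAM aptamer so fluorescent compounds give negative values; no value below 0 was filed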
procasp7 counter: procaspase-7 activators, primary screen, counter-screen for procaspase-3 activator project, biochemical, absorbance, HTS, human | Caspase-7 (Homo sapiens), P55210 | 0.093% of 330,000 active | activation, % at 8.5 µM | recombinant procaspase-7, Ac-DEVD-pNA absorbance 405 nm; D23A/D198A/D206A triple mutant, cannot self-cleave; scale: DMSO 0, 5 µM enzyme 100;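 active = percent activation above the screen-wide mean plus 3 SD, cut at about 25% in these data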
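System: Procaspase-7 triple mutant (PC-7 D3A); measure: % activation from two-timepoint absorbance difference, scaled to controls; times: 1 h compound preincubation, 2 h substrate cleavage, 25 °C; also added: Ac-DEVD-pNA substrate, 400 µM as added; measured by: Epi-absorbance of released pNA at 405 nm, two timepoints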
core dimer inh: inhibitors of HCV core protein dimerization, primary screen, biochemical, TR-FRET, high-throughput | TR-FRET GST/Flag-core106 dimerization, 1536-well | inhibition, % at 5 µM | 0.33% of 300,000 active;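 active = inhibition above the mean of all tested compounds plus 3 SD, set per screening campaign, cut at about 45% in these data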
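System: GST-tagged and Flag-tagged HCV core protein residues 1-106 / Input: core106 proteins, GST 13.5 nM and Flag 17 nM / Buffer or medium: KF-containing HEPES buffer, pH 7.45, DTT, CHAPS, BSA / Probe or stimulus: Eu-anti-GST and XL665-anti-Flag labelled anti-tag antibodies / Schedule: 4 h, 22.5 °C incubation / Technique: TR-FRET 671 and 617 nm emission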
Numbers without * were called inactive; i = inactive; u = inconclusive; x = no result given; & = joins results of further samples.

compound | PP1 counter | JMJD2C inh | CTSL1 counter | PP5 inh | VLA-4 inh | proCasp3 act | GRK2 inh | procasp7 counter | core dimer inh
CCNC(=O)/C=C/c1ccccc1[N+](=O)[O-] | -5 | 0 | -2 | -0.3 | 0 | 2 | 0 | 4 | -3
C=CCNc1nc2c(c(=O)n(C)c(=O)n2C)n1CC(=C)C | -1 | 4&3 | 5 | 0.7 | 28 | -2 | 0 | 10 | 16
CCSC1=C(C#N)C(c2cccc(O)c2)CC(=O)N1 (stereo not drawn) | -1 | 6 | -1 | -1.0 | 26 | 5 | 4 | -4 | 3
O=C(CN1C(=O)NC2(CCCc3ccccc32)C1=O)NCC(F)(F)F (stereo not drawn) | -3 | -1 | -2 | 1.9 | 4 | 2 | 0 | 11 | 9
N/C(CN1CCCC1=O)=N\O | 4 | 10 | 5 | -5.6 | 6 | -14 | 0 | 1 | -2
CCOCCn1c(=O)c2c(nc3n2CCCN3Cc2ccccc2)n(C)c1=O | -1 | -1 | 1 | 0.8 | 5 | -7 | 1 | -9 | -1
O=[N+]([O-])c1ccccc1S(=O)(=O)N1CCN(CC2CC3C=CC2C3)CC1 (stereo not drawn) | 2 | -10 | 0 | 5.0 | -5 | -3 | 0 | -1 | -1
COc1ccc(O)c(C2NC(CC(C)C)(C(=O)O)C3C(=O)N(Cc4ccccc4)C(=O)C23)c1 (stereo not drawn) | -1 | -1 | 0 | 0.3 | 3 | 1 | 3 | 12 | -6
O=C(CSc1nc(-c2ccco2)cc(C(F)(F)F)n1)NCCCn1ccnc1 | -3 | -2 | 2 | -1.8 | -3 | 8 | 0 | -8 | -1
CCc1ccc(-c2nc(CS(=O)CC(=O)NCCCN3CCC(C)CC3)c(C)o2)cc1 (stereo not drawn) | 7 | 19 | -2 | 3.4 | 16 | 5 | 0 | -10 | 9
Cc1ccccc1Oc1ncccc1C(=O)/C(C#N)=C/N(C)C | -7 | 9 | -3 | 1.3 | -5 | 0 | 0 | -6 | 3
CCCCOC(=O)c1nc[nH]c1C(=O)OCCCC | -1 | -3 | 3 | -0.5 | -6 | -2 | 2 | 5 | -3
COc1ccccc1N1CCN(C2CCN(S(=O)(=O)c3ccc4ccccc4c3)CC2)CC1 | 2 | -3 | 0 | 1.9 | 7 | 11 | 0 | -12 | 0
CCN(CC)S(=O)(=O)c1ccc(N2CCCC2)c(NC(=O)C2CCCCC2)c1 | 0 | -5 | -2 | 2.1 | -5 | -2 | 1 | 5 | -1
COc1ccc(/C=C/C(=O)CC(O)(c2ccccc2)C(F)(F)F)cc1 (stereo not drawn) | -1 | -8 | 2 | 1.1 | 8 | 4 | 2 | -1 | -1
CCN(c1ccccc1)c1nc(C#N)nc(N(CC)c2ccccc2)n1 | -3 | -1 | 30* | 0.9 | 0 | -1 | 2 | -7 | 6
COc1ccc(CCNC(=O)CSc2nnc3ccc(-c4ccncc4)nn23)cc1 | -5 | -2 | 0 | -1.3 | 5 | 0 | 3 | 2 | 5
Cc1ccc(CN2CCCN(Cc3ccc(F)cc3Cl)S2(=O)=O)cc1 | 7 | 12 | 1 | -2.3 | 0 | -2 | 2 | -6 | -11
COc1ccc(Br)cc1C(=O)Nc1cccc(-c2nnc(-c3ccco3)o2)c1 | 0 | 4 | 7 | 0.4 | 4 | 4 | 0 | 3 | 10
Cc1nn(-c2ccccc2)c(Cl)c1C(=O)NCC(C)c1ccccc1 (stereo not drawn) | 0 | -1 | 0 | 2.8 | 1 | -1 | 2 | -14 | 1
Cc1ccccc1C(OCC(O)CN1CCC(C(N)=O)CC1)c1ccccc1 (stereo not drawn) | -8 | i | -4 | -1.0 | 8 | 2 | 4 | 0 | 8
COc1cc(NC(=O)CN2C(=O)COc3ccc(S(=O)(=O)N4CCCC4)cc32)cc(OC)c1 | -5 | -4 | 1 | 1.5 | 6 | 4 | 34 | 7 | 7
Cc1ccc(N2C(=O)[C@@H]3[C@H](C2=O)[C@H]2C=CC=NN2[C@@H]3C(=O)Nc2ccccc2)cc1 | -2 | -22 | 3 | -0.3 | -5 | -10 | 0 | -9 | 10
CC(C)CCOP(=O)(c1ccc(N(C)C)cc1)C(O)c1c(Cl)cccc1Cl (stereo not drawn) | 0 | -1 | 2 | 2.5 | -2 | 7 | 1 | 1 | 9
Cc1cnc(C(=O)OCC(=O)Nc2sc3c(c2C#N)CCC3)cn1 | -3 | -3 | -8 | -1.8 | 5 | -6 | 3 | 7 | 6

Ordered by value in JMJD2C inh (ascending): some entries from above
Molecule,JMJD2C inh
CCN(CC)S(=O)(=O)c1ccc(N2CCCC2)c(NC(=O)C2CCCCC2)c1,-5
O=C(CSc1nc(-c2ccco2)cc(C(F)(F)F)n1)NCCCn1ccnc1,-2
O=C(CN1C(=O)NC2(CCCc3ccccc32)C1=O)NCC(F)(F)F (stereo not drawn),-1
CCc1ccc(-c2nc(CS(=O)CC(=O)NCCCN3CCC(C)CC3)c(C)o2)cc1 (stereo not drawn),19

Filtered by structure: those above containing an aryl thioether with sulfur outside any ring (2)
compound | PP1 counter | JMJD2C inh | CTSL1 counter | PP5 inh | VLA-4 inh | proCasp3 act | GRK2 inh | procasp7 counter | core dimer inh
O=C(CSc1nc(-c2ccco2)cc(C(F)(F)F)n1)NCCCn1ccnc1 | -3 | -2 | 2 | -1.8 | -3 | 8 | 0 | -8 | -1
COc1ccc(CCNC(=O)CSc2nnc3ccc(-c4ccncc4)nn23)cc1 | -5 | -2 | 0 | -1.3 | 5 | 0 | 3 | 2 | 5

More structures.
Short forms – A = PP1 counter; B = JMJD2C inh; C = CTSL1 counter; D = PP5 inh; E = VLA-4 inh; F = proCasp3 act; G = GRK2 inh; H = procasp7 counter; I = core dimer inh
O=Cc1cc2ccccc2nc1SCCCF
  A: 0; B: 2; C: 0; D: 3.0; E: 13; F: 7; G: 0; H: 6; I: 10

O=c1oc2ccccc2cc1NCc1ccccc1O
  A: 0; B: 6; C: 1; D: 0.8; E: -9; F: -12; G: 0; H: 8; I: -4

CC(=O)Nc1cc(C(=O)c2ccccc2)ccc1N1CCOCC1
  A: 0; B: 8; C: 3; D: 0.8; E: 1; F: 4; G: 0; H: -2; I: -1

COc1ccc(C)cc1-n1c(-c2ccncc2)n[nH]c1=S
  A: -4; B: 4; C: -7; D: 1.1; E: 11; F: -9; G: 1; H: -11; I: 3

Nc1nc2ccc(Cl)cc2c2nc(-c3ccco3)nn12
  A: 9; B: -1; C: 0; D: -2.6; E: -25; F: 2; G: 3; H: 6; I: 2

Brc1ccc(/C=N/Nc2ccccc2)cc1
  A: -1; B: -2; C: -5; D: 1.0; E: -2; F: -7; G: 0; H: 6; I: -14

O=C1CCN(CCc2ccccc2)CCN1[C@H](CSc1ccccc1)c1ccccc1
  A: 3; B: -2; C: 1; D: 5.9; E: 16; F: 14; G: 0; H: 2; I: -1

O=C(CN1c2ccccc2Sc2ccccc21)N/N=C/c1ccc(Cl)cc1
  A: 2; B: -1; C: -6; D: 3.3; E: 1; F: 2; G: 0; H: 1; I: 0

CCCC1CC(CCc2ccccc2)OS(=O)(=O)N1 (stereo not drawn)
  A: 0; B: u; C: -1; D: 1.1; E: 1; F: 1; G: 1; H: 1; I: -7

COc1ccc(Cc2nnc(NC(=O)c3ccc(F)cc3)s2)cc1OC
  A: 6; B: 2; C: -1; D: 2.2; E: -5; F: 8; G: 0; H: 7; I: -9

CC(C)(C)NC(=O)c1cc(Cl)ccc1[N+](=O)[O-]
  A: -3; B: -1; C: -2; D: -2.2; E: 7; F: 2; G: 1; H: -1; I: -8

CCCC(=O)NC(=S)Nc1cccc(C(C)=O)c1
  A: 3; B: -5; C: 2; D: -2.2; E: 19; F: -1; G: 1; H: 9; I: -10

CCc1c(O)nc(SCC(=O)c2ccccc2)n(-c2ccccc2)c1=O
  A: -4; B: 4; C: 8; D: 1.2; E: 0; F: 6; G: 0; H: 4; I: 0

CCCC(C)NC(=O)Cc1ccc(S(=O)(=O)N2CCOCC2)s1 (stereo not drawn)
  A: -3; B: 2; C: x; D: 1.8; E: -10; F: 12; G: 0; H: 4; I: x

CSc1ccc(C=NNc2ccc(S(=O)(=O)Nc3ccccc3C(=O)O)cc2[N+](=O)[O-])cc1
  A: x; B: 103*; C: x; D: x; E: -1; F: -1; G: 0; H: 0; I: x

Cc1ccc(C(=O)Cn2c(-c3ccccc3)noc2=O)cc1
  A: 3; B: -1; C: 2; D: 3.5; E: 10; F: -1; G: 0; H: 3; I: 5

O=C(Cc1ccccc1)NNC(=O)c1ccccc1C(=O)O
  A: -5; B: 6; C: 3; D: -0.1; E: 0; F: -2; G: 0; H: 7; I: -3

Cc1cc(C(=O)COc2ccc(C#N)cc2)c(C)n1C1CC1
  A: -1; B: 4; C: 4; D: 1.3; E: -5; F: -4; G: 0; H: 3; I: 3

Cc1ccc(S(=O)(=O)N(C)CCCC(=O)NCc2ccc3c(c2)OCO3)cc1
  A: 0; B: 2&-5; C: 0; D: 3.9; E: -3; F: 10; G: 0; H: 2; I: -2

O=C(NC1CCN(C(=O)Nc2ccccc2Cl)CC1)c1cccc(F)c1
  A: 2; B: 1; C: -1; D: 1.5; E: -10; F: -11; G: 0; H: 2; I: -11

O=C(Cc1ccccc1)N1CCN=C1SCc1ccc([N+](=O)[O-])cc1
  A: 0; B: 4; C: -2; D: 0.7; E: 8; F: 2; G: 0; H: -2; I: 2

S=c1[nH]nc(C2CCCCC2)n1/N=C/c1c(Cl)cccc1Cl
  A: -9; B: 0; C: 7; D: -2.7; E: -6; F: 3; G: 1; H: -8; I: -10
